Diaph act CS – activates diaphorase or chemically reduces, flagging diaphorase assay artifacts; Diaphorase/resazurin coupled assay, resorufin fluorescence, 16 min; hits give high values; 1 = vehicle wells, 0 = NADH-free wells; activation factor at 20 µM; 0.005% of 190,000 active; AID 1229;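 active means diaphorase activity raised at least twofold by the compound at 20 µM; inactive means activation factor below 2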
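Material: Clostridium kluyveri diaphorase, purified enzyme; Quantity: enzyme 0.07 U/mL final; Medium: HEPES pH 7.4 buffer with MgCl2 and Tween 20; Dosing: single compound dose of 20 µM, 1% DMSO final; Schedule: 16 min reaction at room temperature; Measured by: red resorufin fluorescence at 544/590 nm excitation/emission.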
FLuc act counter – firefly luciferase counter-screen for stimulation assays. AID 1027. ATPlite luciferase biochemical, luminescence, 10 min; 0 = ATP-free wells, 1 = DMSO control. P08659. 200,000 tested, under 10 active. activation factor at 10 µM;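 active means luciferase activation factor, scaled between plate controls, of at least 2 with compound at 10 µM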
Target sequence (P08659 whole entry, looked up): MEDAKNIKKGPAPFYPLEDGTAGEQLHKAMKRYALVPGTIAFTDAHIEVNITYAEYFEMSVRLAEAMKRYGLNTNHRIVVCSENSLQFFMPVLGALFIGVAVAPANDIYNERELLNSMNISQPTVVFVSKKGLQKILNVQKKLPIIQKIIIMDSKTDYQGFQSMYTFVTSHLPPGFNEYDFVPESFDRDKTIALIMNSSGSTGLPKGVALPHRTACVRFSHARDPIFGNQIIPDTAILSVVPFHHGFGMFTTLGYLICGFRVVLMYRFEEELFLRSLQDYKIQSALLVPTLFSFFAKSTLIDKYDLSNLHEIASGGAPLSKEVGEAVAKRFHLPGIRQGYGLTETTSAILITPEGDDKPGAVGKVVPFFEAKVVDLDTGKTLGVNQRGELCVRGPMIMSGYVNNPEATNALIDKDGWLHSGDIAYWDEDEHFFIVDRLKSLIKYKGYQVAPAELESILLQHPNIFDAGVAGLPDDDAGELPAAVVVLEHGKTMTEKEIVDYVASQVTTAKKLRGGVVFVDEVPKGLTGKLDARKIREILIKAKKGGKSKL
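System: luciferase plus luciferin reagent, cell-free; medium: PBS as buffer for the ATP substrate; dosing: test compounds dosed from 2 mM stocks in 100% DMSO; timing: 10 min post-reagent at room temperature; measured by: luminescence measurement of luciferase light output; evaluation: luciferase activation, seen as luminescence increase over controls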
Diaph inh CS – inhibits diaphorase or chemically oxidizes, flagging diaphorase assay artifacts; inhibition, % at 20 µM; 0.69% of 190,000 active; diaphorase resazurin-to-resorufin fluorescence, NADH, 16 min; bacterial (C. kluyveri) enzyme, not human;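 active means primary screen inhibition at 20 µM above a set limit, cut at about 50% in these data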;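 further: plate controls were DMSO with full reaction for no effect and wells lacking NADH for full effect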
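Test system: Clostridium kluyveri diaphorase enzyme / Quantity: diaphorase at 0.14 U/mL in enzyme working solution / Incubation: 16-min room-temperature incubation before reading / Benchmarks: NADH-free wells as positive control, DMSO-only neutral wells / Signal: resorufin fluorescence 544/590 nm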
TNAP inh no acc – TNAP (human) inhibition, acceptor-free conditions; P05186; purified TNAP, CDP-star luminescence, 30 min; inhibition, % at 20 µM; 0.26% of 200,000 active;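 active means tissue-nonspecific alkaline phosphatase inhibition above about 50% at 20 µM in the single-dose screen, limit read from the data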;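 further: 0% = DMSO negative control and 100% = EDTA positive control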
TNAP act hi DEA – increases human TNAP activity under high phosphate acceptor concentration; P05186; purified TNAP, CDP-star luminescence, 1 M DEA, 30 min; hits give high values; 0 = EDTA background, 1 = DMSO-only activity; activation factor at 20 µM; 200,000 tested, under 10 active; AID 1136;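 active means activation factor at least 2 at 20 µM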
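Dosing: 20 µM single point. System: human TNAP. Amount: TNAP 1/800 final. Incubation: 30 min, room temperature. Read-out: TNAP activation factor scaled between EDTA and DMSO control wells. Signal: luminescence from CDP-star hydrolysis. Medium: 1 M DEA, pH 9.8, Mg2+, Zn2+. Control set: EDTA negative control, DMSO positive control.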
TNAP inh hiacc – inhibitors of human TNAP at high phosphate acceptor concentration. inhibition, % at 20 µM. purified TNAP, CDP-star luminescence, 1 M DEA. 0.03% of 200,000 active;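 active means over 50% inhibition of tissue-nonspecific alkaline phosphatase at 20 µM in the single-dose screen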;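 further: plate controls were DMSO wells for no effect and EDTA-quenched wells as full inhibition for full effect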
Efa HMGR inh – inhibitors of class II HMG-CoA reductase from Enterococcus faecalis | inhibition, % at 10 µM | AID 1066 | purified E. faecalis HMGR, NADPH absorbance 340 nm kinetic | 0.41% of 190,000 active;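 active means inhibition above a set limit, the median over all tested compounds plus 3 SD, cut at about 9.5% in these data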;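 further: enzyme runs in reverse so mevalonate oxidation gives rising NADPH absorbance; 0% = complete reaction with DMSO and 100% = background rate lacking mevalonate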
PMI act hi M6P – activators of human phosphomannose isomerase at near-saturating mannose 6-phosphate; coupled PMI enzyme assay, resazurin fluorescence, 20 min; hits give high values; 1 = untreated enzyme, 0 = substrate-free blank; activation factor at 20 µM; 0.34% of 190,000 active; P34949;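 active means activation factor of 2 or more at 20 µM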
Target sequence (P34949 whole entry, looked up): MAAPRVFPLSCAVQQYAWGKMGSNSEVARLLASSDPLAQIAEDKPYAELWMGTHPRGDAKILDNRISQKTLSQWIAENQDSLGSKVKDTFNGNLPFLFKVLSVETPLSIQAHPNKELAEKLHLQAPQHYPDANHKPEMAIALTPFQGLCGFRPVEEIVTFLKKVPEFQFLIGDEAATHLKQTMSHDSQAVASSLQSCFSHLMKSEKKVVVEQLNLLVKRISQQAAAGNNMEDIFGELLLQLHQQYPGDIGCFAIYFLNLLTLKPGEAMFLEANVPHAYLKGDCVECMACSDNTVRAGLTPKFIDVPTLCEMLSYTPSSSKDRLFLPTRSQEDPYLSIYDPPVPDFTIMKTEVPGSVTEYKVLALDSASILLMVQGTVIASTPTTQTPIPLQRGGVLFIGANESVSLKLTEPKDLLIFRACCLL
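Material: human phosphomannose isomerase with PGI, G6PDH, diaphorase coupling enzymes. Quantity: 15 ng/mL PMI. Medium: HEPES pH 7.4 buffer with MgCl2 and Tween-20. Reagent: Near-saturating mannose-6-phosphate, 1.0 mM. Compound: 20 µM single dose. Times: enzyme reaction with compound 20 min at room temperature. Detection: resorufin fluorescence at Ex 544/Em 590 nm.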
PMI act – phosphomannose isomerase (human) activation. P34949. AID 1214. activation factor at 20 µM. purified human PMI, coupled resazurin fluorescence, 20 min; hits give high values; 1 = vehicle control, 0 substrate-free wells. 0.005% of 190,000 active;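 active means activation factor of 2 or more at 20 µM, relative to plate controls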
G6PDH counter – counter-screen for G6PDH assay hits: L. mesenteroides G6PDH inhibition; Purified L. mesenteroides G6PDH, diaphorase/resazurin coupled fluorescence, 45 min; AID 1020; 0.12% of 200,000 active; inhibition, % at 5 µM; in the data active means inhibition above about 50%
Active calls of the source: *; . = not tested or not shown.

Preview:
SMILES,Diaph act CS,FLuc act counter,Diaph inh CS,TNAP inh no acc,TNAP act hi DEA,TNAP inh hiacc,Efa HMGR inh,PMI act hi M6P,PMI act,G6PDH counter
CC(=O)CSc1nc2ccc(Nc3nc(N4CCOCC4)nc(N4CCOCC4)n3)cc2s1,0.8,1,16,-7,1.1,-6,0,0.9,0.8,-4
COc1ccc([N+](=O)[O-])cc1N(CC(=O)Nc1ccccc1C(=O)N1CCCC1)S(C)(=O)=O,0.9,1.1,14,-11,1.1,-6,-2,1.1,1,5

The list itself, from the start:
SMILES,Diaph act CS,FLuc act counter,Diaph inh CS,TNAP inh no acc,TNAP act hi DEA,TNAP inh hiacc,Efa HMGR inh,PMI act hi M6P,PMI act,G6PDH counter
CC(=O)CSc1nc2ccc(Nc3nc(N4CCOCC4)nc(N4CCOCC4)n3)cc2s1,0.8,1,16,-7,1.1,-6,0,0.9,0.8,-4
COc1ccc([N+](=O)[O-])cc1N(CC(=O)Nc1ccccc1C(=O)N1CCCC1)S(C)(=O)=O,0.9,1.1,14,-11,1.1,-6,-2,1.1,1,5
C=CCn1cnc2c(c1=O)c1nc3ccccc3nc1n2-c1ccc(C)cc1,0.9,1,6,-1,1,2,-4,1,1,7
Cc1ccc(C)c(N(CC(=O)N/N=C/c2ccc(-c3ccc([N+](=O)[O-])cc3)o2)S(=O)(=O)c2ccccc2)c1,0.9,1.1,15,2,0.9,5,-1,1,0.9,2
CC(NC(=O)CN1CCC(C(N)=O)CC1)c1ccccc1 (stereo unspecified),1,1,5,-10,1.1,-6,3,1,1,6
O=C(c1ccc([N+](=O)[O-])cc1)N(c1ccccn1)c1ccccn1,1.1,1,-12,-4,1,3,-8,1.1,1,0
CC(=O)Nc1ccc(-c2csc(Nc3cccc(C)n3)n2)cc1,0.8,1.1,19,-2,1,-5,-1,0.9,0.9,7
CCN(CC)C(=O)CSc1nnc(-c2ccccc2)c(-c2ccccc2)n1,0.8,1,17,-5,1,-4,0,1,1,-3
COC(=O)c1ccc(NC(=O)Nc2ccccc2C)cc1,0.9,0.8,14,-34,1,-5,-1,1,1.1,3
CCC(=O)Nc1nnc(CSCc2ccc(F)cc2)s1,1,1.1,4,7,1,-3,0,1,1.1,8
Cn1cccc1/C=N/NC(=O)c1ccc[n+]([O-])c1,0.9,1,10,-12,1,-3,-2,0.8,1,0
Clc1ccccc1CSc1nnc(-c2ccco2)c(-c2ccco2)n1,0.5,1,46,3,0.9,6,-4,0.5,0.6,33
Cn1ccc(NC(=O)Nc2ccc(Cl)cc2Cl)n1,0.9,1,8,-9,1,-2,4,1,0.9,11
CCC(C)(C)NC(=O)CN(Cc1cccs1)C(=O)CNS(=O)(=O)c1ccc(C)cc1,1,1.1,0,-4,1.1,-8,-9,1.1,1,9
O=C(CC12CC3CC(CC(C3)C1)C2)NCC(=O)OCc1cc(=O)oc2ccc3ccccc3c12,0.9,1,8,-21,1,0,-5,1,0.9,-26
Cc1ccc2[nH]c3c(c2c1)CC/C(=C/c1ccccc1)C3=O,0.8,1,16,-7,1,-3,-1,1,1,8
Cc1nn(-c2nc(-c3ccco3)cc(C(F)(F)F)n2)c(C)c1Cl,0.9,1,10,-7,1,0,0,1,0.9,-6
Cc1cc(C(=O)CSc2nc3ccccc3[nH]2)c(C)n1C,1.1,0.8,-11,-12,1,-5,-2,1,1,4
O=C(NCc1ccccc1Cl)c1ccc2c(c1)SC1=NS(=O)(=O)CCN12,1.1,1,-8,-1,1,2,0,1.1,0.6,4
Cn1c(=O)c2c(nc3n2CCS3)n(C)c1=O,.,1,.,-4,1,-4,-5,.,.,4
COC(=O)c1ccc(NC(=O)CO/N=C2\CCCc3nonc32)cc1,0.9,1,6,-3,1,0,-1,1,1.1,-2
COc1ccc(-c2nc3ccccc3[nH]2)cc1,1,0.1,4,-18,1,1,-7,1,1,1
CCOc1cc(/C=N/NC(=O)c2c(-c3ccccc3)noc2C)ccc1O,0.9,1,12,-12,1,0,-2,0.9,1,0
COc1ccc(CCN(C)CCN2C(=O)c3ccccc3C2=O)cc1OC,0.8,1.1,18,-8,1.1,-6,-1,1,1,1
O=C(CSc1nc(-c2ccccc2)cs1)Nc1ccccc1[N+](=O)[O-],0.8,1,18,2,1,1,-4,0.9,0.8,-2
CCC1Oc2ccccc2N(CC(=O)NCc2cccs2)C1=O (stereo unspecified),1,1,3,-9,1,-1,-4,1,1.1,4
COc1ccc(S(=O)(=O)n2nc(C)cc2C)c(C)c1C,0.9,1,13,-1,1,-3,-1,0.9,0.9,8
CCc1cccc(CC)c1C(O)c1cccnc1 (stereo unspecified),0.9,1,8,-9,1.1,-7,-2,0.9,1,18
CC1CCc2nc(NC(=O)C3CCCO3)sc2C1 (stereo unspecified),0.8,0.5,18,-6,1,-1,-2,0.9,0.7,-4
COc1cc(C(=O)NC(=S)NCc2ccco2)cc(OC)c1OC,1,1,2,-7,1,-4,-3,1,0.9,4
Cc1onc(-c2ccccc2Cl)c1C(=O)NCC(=O)O,0.9,1.1,9,-6,1,-5,-4,1,1,0
Cc1ccc(NC(=O)c2ccco2)c(NC(=O)C2CCCO2)c1 (stereo unspecified),0.8,1.1,15,-6,1.1,-6,0,0.9,0.9,6
O=C(c1ccccc1F)N1CCOCC1,0.9,1.1,7,-12,1.1,-7,-1,1,1,15
Cc1c(C(=O)O)cccc1-n1c(C)cc(C=O)c1C,0.9,1.1,14,-9,1,-2,-1,1.1,1.2,7
COc1ccc(S(=O)(=O)N(C)CC(=O)Nc2ccc(C(F)(F)F)cc2)cc1Cl,0.8,1,17,-15,1,-4,-3,0.9,0.9,7
CNC(=O)c1nc(C)n(-c2ccc([N+](=O)[O-])cc2)n1,1,1,4,-13,1,-4,-6,1,1,-1
COc1ccc(Oc2nccc(OC)c2C#N)cc1,0.8,1,22,-10,1,-1,-7,0.8,0.9,14
CN(CCOc1ccccc1)CC(=O)Nc1ccc(Cl)c(S(=O)(=O)N(C)C)c1,0.8,1,25,-5,1,-4,-4,0.9,1,6
O=S(=O)(N/N=C/c1ccc(F)cc1)c1ccccc1,0.9,1,12,-6,1,-5,3,1,0.9,13
Cc1cnn(CCC(=O)NNC(=S)Nc2cccc(Cl)c2)c1,0.9,1.1,14,-30,1,-4,3,1,0.9,8
CC(=O)c1c(C)[nH]c(C(=O)N2c3ccccc3CC2C)c1C (stereo unspecified),0.8,1.1,15,-11,1,-4,-1,1,1,-6
CC(C)NC(=S)N/N=C/C1=CCC2CC1C2(C)C (stereo unspecified),0.7,1,26,-15,1,-4,1,1,1,4
Oc1ccccc1-c1cc(C(F)(F)F)nc(-c2ccccc2)n1,0.9,1.1,8,-4,1.1,-5,2,1.1,1.2,13
Cc1c(NC(=O)c2cc(-c3ccccc3)on2)c(=O)n(-c2ccccc2)n1C,0.8,1.1,19,-12,1.1,-7,-3,1,0.9,2
Cc1csc(=NC(=O)c2ccccc2)n1C,0.9,0.7,14,-6,1,0,2,1,0.9,2
CCOc1ccc(C=O)cc1CN1CCCCC1,0.9,1,12,-6,1.1,-8,4,1.1,1.1,7
CCc1nnc(NS(=O)(=O)c2ccc(N=Cc3c(C)[nH]n(-c4cccc(Cl)c4)c3=O)cc2)s1,0.8,0.9,22,-1,1,-3,-10,1,1,-7
CSc1nsc(SCC(=O)NC2CCCCC2)n1,1,1,3,-11,1,-4,0,1.1,1,16
COCCNc1oc(-c2ccc(Cl)cc2)nc1C#N,1,1,5,-8,1,0,4,1.1,1,-2
COc1cccc(NC(=O)COC(=O)c2c(-c3ccccc3)noc2C)c1,0.8,1,21,-12,1,-4,-2,0.9,0.9,1

Later entries:
SMILES,Diaph act CS,FLuc act counter,Diaph inh CS,TNAP inh no acc,TNAP act hi DEA,TNAP inh hiacc,Efa HMGR inh,PMI act hi M6P,PMI act,G6PDH counter
CN1CCN(C(=O)c2c(O)c3cccc4c3n(c2=O)CC4)CC1,0.9,1.1,8,-11,1.1,-8,-1,1.1,1.1,2
Cc1ccccc1NC(=S)N(CCN1CCCCCC1)Cc1cccs1,0.9,1.1,8,-10,1,-4,10*,0.9,1,3
Cc1[nH]c2ccc(-c3nnc(SCC(=O)NCc4ccco4)n3Cc3ccccc3)cc2c1C,0.8,1,21,-27,1.1,-7,-7,0.8,0.7,4
CC(C)(C)CC(C)(C)NC(=S)Nc1ccc(S(=O)(=O)N2CCOCC2)cc1,0.8,1.1,18,-6,1,-3,-8,0.8,0.8,12
C=CCn1c(C)cc(-c2csc(NC)n2)c1C,0.7,1,30,5,1,2,3,1.4,1.7,9
CN(C(=O)COC(=O)CCc1nc2ccccc2c(=O)[nH]1)C1CCS(=O)(=O)C1 (stereo unspecified),1,1.1,1,-6,1,-4,2,1.1,1.1,1
O=c1c2ccccc2nc(-c2ccccc2)n1/N=C/c1ccc([N+](=O)[O-])cc1,0.9,1.1,11,-5,1,-2,5,1,1,-22
NC1=Nc2cccc3cccc1c23,0.9,1,13,-12,1,0,-5,0.4,0.9,15
Cc1ccc(OCc2ccc(C(=O)NCc3cccnc3)cc2)cc1C,0.7,1.1,25,-7,1.1,-5,2,0.9,1,15
COCCCNC(=O)CS(=O)(=O)Cc1nc(-c2ccccc2C)oc1C,0.9,1,7,-12,1,-4,1,0.9,1,-18
Cc1ccc2c(c1)NC(=O)C(CC(=O)NCCCN1CCCC1)O2 (stereo unspecified),1,1.1,5,7,1.1,-8,0,1,1,4
COc1cc(CNc2ccc(O)cc2)cc(Br)c1OCc1ccccc1F,0.6,1,38,8,1,3,-13,0.4,0.7,-17
COC(=O)c1c(-c2cccc(C)c2)csc1NC(=O)C1CCCO1 (stereo unspecified),0.8,1,18,-23,1,-4,4,0.9,1,1
NC(=S)NNC(=O)Nc1ccc(Cl)c(Cl)c1,0.9,1.1,8,-54,1,-2,-3,1,0.9,3
O=C(NCC1CCCO1)C(=O)NCC(c1ccco1)N1CCN(c2ccc(F)cc2)CC1 (stereo unspecified),0.9,1.1,9,-18,1,-2,1,1.1,1,-5
